hDAT+cocaine = human DAT dopamine uptake with cocaine, either direction. LLC-PK1 hDAT cells, [14C]-dopamine uptake with cocaine IC80; actives deviate in either direction. AID 449768. actives 1.3% (n = 110,000). B-score at 10 µM. Q01959;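 active = Z score or B-score, a plate-position-corrected score, falls beyond the plate's 99.7% confidence bounds, in either direction; inactive = both scores lie inside the 99.7% bounds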;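 also: scored against the spread of the other compound wells on the same plate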
Target sequence (Q01959 whole entry, looked up): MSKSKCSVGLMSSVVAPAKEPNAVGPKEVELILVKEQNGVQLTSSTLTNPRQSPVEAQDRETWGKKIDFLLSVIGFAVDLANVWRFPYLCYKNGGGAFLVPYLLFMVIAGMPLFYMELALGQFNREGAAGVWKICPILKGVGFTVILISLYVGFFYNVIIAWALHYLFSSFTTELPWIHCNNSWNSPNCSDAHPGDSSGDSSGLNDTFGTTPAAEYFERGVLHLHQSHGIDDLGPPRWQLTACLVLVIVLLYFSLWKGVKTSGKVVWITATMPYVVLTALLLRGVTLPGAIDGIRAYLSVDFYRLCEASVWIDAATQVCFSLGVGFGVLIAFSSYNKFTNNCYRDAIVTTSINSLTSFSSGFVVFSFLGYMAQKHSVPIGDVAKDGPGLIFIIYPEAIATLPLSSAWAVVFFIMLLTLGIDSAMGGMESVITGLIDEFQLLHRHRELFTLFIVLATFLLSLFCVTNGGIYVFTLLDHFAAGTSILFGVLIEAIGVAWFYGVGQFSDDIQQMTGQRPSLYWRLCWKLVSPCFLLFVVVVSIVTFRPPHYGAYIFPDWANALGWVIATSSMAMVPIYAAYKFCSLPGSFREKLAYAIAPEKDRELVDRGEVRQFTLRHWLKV
Starred values were filed as active, the others as inactive. An excerpt; rates above refer to the full screens.

cpd	SMILES	hDAT+cocaine
1	C/C=C\C=C/C(=O)Nc1cccc(C2=NOC3(C2)C[C@@H](C(N)=O)N(C(=O)[C@H]2CCC(=O)N2)C3)c1 (stereo partly specified)	-0.942
2	COC(=O)C[C@H]1c2cc(F)ccc2S(=O)(=O)N1c1ccc(N(C)C)cc1	-0.255
3	CCCCN1C(N)=NC[C@@H]1C(C)O (stereo partly specified)	-1.01
4	O=C(NCc1ccccn1)[C@@H]1C[C@H]1[C@@H](NP(=O)(c1ccccc1)c1ccccc1)c1ccccc1	0.0131
5	C/C=C(\C)C(=O)Nc1cccc(C2=NOC3(C2)C[C@@H](C(N)=O)N(C(=O)c2cc([N+](=O)[O-])cc([N+](=O)[O-])c2C)C3)c1 (stereo partly specified)	0.0643
6	COc1ccc(C2=NOC(c3nnc(-c4ccccc4)o3)C2)cc1 (stereo unspecified)	0.778
7	CC(C)NC(=O)c1onc(CSc2ccccn2)c1C(=O)NC(C)C	0.0339
8	COCCNC(=O)c1onc(CSc2ccncc2)c1C(=O)NCCOC	0.02
9	CCN(C(=O)c1ccc2c(Cl)c3c(nc2c1)CCC3)c1ccc(C)c(C)c1	0.179
10	C=CCOC(=O)C1=C[C@@H](c2ccccc2)[C@H](CCCO)[C@@H](OCC)O1	1.24
11	CC(=O)Oc1ccc2ccc(=O)oc2c1	0.673
12	COC(=O)CCC(=O)OC1(C)C(=O)C2=CN(CCc3ccccn3)C(c3ccc(OC)cc3)=CC2=C(Br)C1=O (stereo unspecified)	-0.245
13	CCS(=O)(=O)Nc1ccc(-c2nc3cccnc3s2)cc1	0.578
14	CCCCN1C(=S)NC[C@@H]1C(C)CC (stereo partly specified)	-0.761
15	COC(=O)[C@@H](N)CS	-0.712
16	CC[C@H](C)[C@@H]1NC(=O)c2cc([N+](=O)[O-])cc(I)c2NCC[C@@H](C(N)=O)NC(=O)[C@H](CCCN=C(N)N)NC1=O	-0.00125
17	CC1(OC(=O)C2CCCC2)C(=O)C=C2C=C(c3ccsc3)N(c3ccccc3)C=C2C1=O (stereo unspecified)	-0.569
18	OCCc1ccccc1	-1.93
19	CCOc1ccc2nc(NC(=O)C3CCCN(S(=O)(=O)c4c(C)noc4C)C3)sc2c1 (stereo unspecified)	0.00758
20	Cc1cc(C)cc(NC(=O)CSc2nc(N)c(NC(=O)c3cccs3)c(=O)[nH]2)c1	-0.176
21	C/C=C\C=C/C(=O)Nc1cccc(C2=NOC3(C2)C[C@@H](C(N)=O)N(C(=O)C2(C)CC2)C3)c1 (stereo partly specified)	-0.22
22	COc1ccc2ccc(=O)oc2c1CC=C(C)C	-1.17
23	O=C(N[C@@H](c1ccccc1)[C@@H]1C[C@H]1C(=O)O)OCc1ccccc1	0.0149
24	Cc1cccc(NC(=O)c2nc[nH]c2C(=O)NCC(=O)OC(C)(C)C)c1	0.00955
25	COc1ccc(C(c2c(NC(C)=O)sc3c2CCCC3)N2CCN(CCO)CC2)cc1OC (stereo unspecified)	0.147
26	COC(=O)CCCCCN1C(=O)NC(C2CC2)C(C(=O)OCc2ccccc2)=C1C (stereo unspecified)	0.25
27	O=C(NCC#CCOCc1ccccc1)c1ccccc1	-0.765
28	C/C=C(/C)C(=O)Nc1cccc(C2=NOC3(C2)C[C@@H](C(N)=O)N(C(=O)[C@H]2CCC(=O)N2)C3)c1 (stereo partly specified)	-1.48
29	COc1ccc(/C=C/C(=O)c2ccc(OC)cc2OC)c(OC)c1	2.56
30	Cc1nc(C(=O)NCc2ccccc2)sc1C1(C)CC(c2cccnc2)=NO1 (stereo unspecified)	-0.858

Overlap with the part before: five compounds; new compounds follow.
cpd	SMILES	hDAT+cocaine
26	COC(=O)CCCCCN1C(=O)NC(C2CC2)C(C(=O)OCc2ccccc2)=C1C (stereo unspecified)	0.25
27	O=C(NCC#CCOCc1ccccc1)c1ccccc1	-0.765
28	C/C=C(/C)C(=O)Nc1cccc(C2=NOC3(C2)C[C@@H](C(N)=O)N(C(=O)[C@H]2CCC(=O)N2)C3)c1 (stereo partly specified)	-1.48
29	COc1ccc(/C=C/C(=O)c2ccc(OC)cc2OC)c(OC)c1	2.56
30	Cc1nc(C(=O)NCc2ccccc2)sc1C1(C)CC(c2cccnc2)=NO1 (stereo unspecified)	-0.858
31	CCOC(=O)C1CCN(c2c(C(=O)c3ccccc3)cnc3ccc(Cl)cc23)CC1	0.394
32	COc1cccc(C2=CC(=O)CC(C)(C)C2)n1	-1.15
33	C=C1CCN(C(C)C(=O)OC)S(=O)(=O)c2ccccc21 (stereo unspecified)	-1.67
34	COc1cccc(SCc2noc(C(=O)NCCN(C)C)c2C(=O)NCCN(C)C)c1	-0.666
35	CCN1C(=O)N[C@@H](c2cccs2)C(C(=O)OC)=C1C	-0.357
36	CCCCCc1cc(=O)oc2c(C(CCN(CC)CC)c3ccc(N(C)C)cc3)c(OC)cc(OC)c12 (stereo unspecified)	0.19
37	NCCCC[C@H]1NC(=O)[C@H](CCC(=O)O)NC(=O)c2cc([N+](=O)[O-])cc(I)c2OCC[C@@H](C(N)=O)NC1=O	-0.126
38	Cc1ccc(S(=O)(=O)Nc2ccc(O)c3ncccc23)cc1	1.73
39	NC(=O)c1ccccc1N	-0.719
40	CCn1nc(Cc2cccc3ccccc23)c(C#N)c1N	1.61
41	O=C(NCCc1c[nH]c2ccccc12)C(=O)NCC1OCCN1S(=O)(=O)c1ccc(F)cc1 (stereo unspecified)	0.86
42	NCCCC[C@@H](C(=O)N1CCNCC1)n1cc([C@@H](N)CO)nn1	-0.895
43	O=C(C1=C[C@@H](c2ccc3c(c2)OCO3)C[C@@H](OCCCCO)O1)N1CCOCC1	-0.445
44	COc1cc2c(c(O)c1OC)-c1c(cc(OC)c(OC)c1O)[C@@H](OC(=O)c1ccccc1)[C@@](C)(O)[C@@H](C)[C@@H]2OC(C)=O	0.8
45	CCCC[C@@H]1C[C@H]1[C@@H](NC(=O)c1ccco1)c1ccccc1C(F)(F)F	-0.308
46	COc1ccc2c(c1)c(CCNNC(=O)C(C)(C)C)c(C)n2C(=O)c1ccc(Cl)cc1	-0.00443
47	O=C1C2C(c3ccccc3)CC=CC2[C@H](c2ccoc2)N1Cc1ccccc1 (stereo partly specified)	0.584
48	COC(=O)Cn1c(C(=O)N2CCCC2)cc2c1C[C@H]1CN(C(=O)c3ccccc3)[C@@](Cc3ccc(F)cc3)(C(=O)OC)[C@@H]21	0.217
49	CC(C[N+](C)(C)C)OC(N)=O (stereo unspecified)	-0.0732
50	COc1ccc(C#Cc2c(-c3ccsc3)oc3ccc(N4CCOCC4)cc23)cc1	-1.66
51	CC1(C(=O)O)C=CC2(CCCCC2)N1C(=O)c1ccccc1 (stereo unspecified)	-0.499
52	COC(=O)c1ccc2nc(C3CCCCC3)c3c(c2c1)CCC3	-0.121
53	CCOC(=O)C[C@H]1c2ccccc2S(=O)(=O)N1Cc1cc(OC)c(OC)c(OC)c1	-0.0799
54	COc1ccc(C(CC(=O)N2CCOCC2)c2c(OC)cc(OC)c3c(-c4ccccc4)cc(=O)oc23)cc1 (stereo unspecified)	1.19
55	CCO[C@@H]1OC(C(=O)N2CCN(Cc3ccccc3)CC2)=C[C@H](C2CC2)[C@H]1CCCO	0.415
56	C#CCOCCOCCOCCNc1nc(N2CCN(C(=O)[C@H](C(C)C)n3cc(CCO)nn3)CC2)nc(N2CCN(C(=O)[C@H](C(C)C)n3cc(CCO)nn3)CC2)n1	-0.703
57	COC(=O)[C@H]1[C@H](CCc2ccccc2)NC(=O)N(Cc2ccccc2)[C@@H]1C	0.409
58	CC(O)Cc1cn(CC(=O)N2CCN(C(=O)OC(C)(C)C)CC2)nn1 (stereo unspecified)	0.432
59	C[C@@H]1NC(=O)c2cc([N+](=O)[O-])cc(F)c2NCCC[C@@H](C(N)=O)NC(=O)[C@H](CC(N)=O)NC1=O	-0.649
60	CCOc1ccc(CCNc2ccc3nnc(-c4ccccc4)n3n2)cc1OCC	2.05

cpd	SMILES	hDAT+cocaine
61	O=C(O)c1cc(O)c2c(c1)C(=O)c1cccc(O)c1C2=O	0.0107
62	CCCCN1CC[C@H]2C=CC[C@@H](C(=O)Nc3ccc(Cl)cc3Cl)[C@H]2C1=O	0.408
63	O=C(NCc1ccccc1)C1=C[C@@H](c2ccc3c(c2)OCO3)C[C@@H](OCCCCO)O1	0.0888
64	N#Cc1ccc(C23CC4(C2)[C@H](CN(Cc2ccc(C(F)(F)F)cc2)[C@@H]4c2ccccc2)C3c2ccc(C(F)(F)F)cc2)cc1 (stereo partly specified)	-0.143
65	COC(=O)c1ccc(C23CC4(C2)[C@H](CN(Cc2ccc(-c5ccccc5)cc2)[C@@H]4c2ccccc2)C3c2ccc(C(F)(F)F)cc2)cc1 (stereo partly specified)	-0.338
66	O=C1c2c(O)cc(O)cc2O[C@H](c2ccc(O)c(O)c2)[C@H]1O	-0.491
67	C=C1CCN([C@H](C(=O)NCc2ccc(Cl)c(Cl)c2)C(C)C)S(=O)(=O)c2ccccc21	0.0525
68	CCCCCCCCN1[C@@H](CC(=O)OCC)c2cc(C(F)(F)F)ccc2S1(=O)=O	0.794
69	CCCNC(=O)c1c(CSc2ccc(Cl)cc2)noc1C(=O)NCc1ccccc1	0.193
70	CC1(C)CC[C@@]23CC[C@]4(C)[C@@](OC2=O)(C3C1)[C@H]1O[C@H]1C1[C@@]2(C)CC[C@H](O)C(C)(C)C2CC[C@]14C (stereo partly specified)	-0.102
71	C#CCNC(=O)C1=C[C@@H](c2ccc3c(c2)OCO3)[C@H](CCCO)[C@@H](OCC)O1	-0.886
72	CC(=O)N=c1sc(S(N)(=O)=O)nn1C	-1.17
73	O=C1N[C@@H](Cc2ccccc2)[C@@H](c2ccco2)O1	0.0259
74	S=C1NC[C@H](c2ccccc2)N1CCCCC1CCCCC1	0.0988
75	COCCN1C=C2C(=O)C(C)(OC(=O)c3cccs3)C(=O)C=C2C=C1CCCC(=O)OC (stereo unspecified)	-0.391
76	COc1c2c(cc3oc(C)cc(=O)c13)OC(C(C)(C)OC1OC(CO)C(O)C(O)C1O)C2 (stereo unspecified)	0.312
77	COc1cc(O)c2c(=O)c3c(OC)c(O)ccc3oc2c1	-0.963
78	CC(=O)C1=C(O)CC(c2ccccc2)CC1=NCCc1c(C)[nH]c2ccccc12 (stereo unspecified)	0.637
79	CCCCCCn1c(SCCOC)nc2c1c(=O)[nH]c(=O)n2C	-0.337
80	O=C(NC1CC1)C1=C[C@H](c2coc3ccccc3c2=O)C[C@H](OCc2ccc(CO)cc2)O1	0.291
81	C/C=C(\C)C(=O)NCCN1C2=NC[C@H](Cc3ccc(O)cc3)N2C[C@@H]1Cc1ccc(OC)cc1	1.04
82	C[C@@H]1CC=C[C@H]2[C@H]1C(=O)N(Cc1ccccc1)[C@H]2c1ccc(F)c(-c2ccc(N(C)C)cc2)c1	-0.394
83	Cc1c(OCC(F)(F)F)ccnc1CS(=O)c1nc2ccccc2[nH]1 (stereo unspecified)	0.746
84	CC(=O)[C@H]1CC[C@H]2[C@@H]3CCC4=CC(=O)CC[C@]4(C)[C@H]3[C@H](O)C[C@]12C	0.0108
85	COC(=O)N1[C@H](C)C=C[C@]1(Cc1ccccc1)C(=O)NCCCNc1ncc(C(F)(F)F)cc1Cl	0.113
86	COc1ccc(C(CC(=O)N2CCCCC2)c2c(O)cc(OC)cc2OC)cc1 (stereo unspecified)	2.24
87	COc1cc2c(cc1O)CC[C@@H]1[C@@H]2CC[C@]2(C)[C@@H](O)CC[C@@H]12	-0.321
88	CCO[C@H]1OC(C(=O)Nc2ccccc2)=C[C@@H](c2csc3ccccc23)[C@@H]1CCCO	0.524
89	C/C=C(/C)C(=O)Nc1cccc(C2=NOC3(C2)C[C@@H](C(N)=O)N(C(=O)CCCCC)C3)c1 (stereo partly specified)	-0.221
90	Cc1ccc(S(=O)(=O)N2CCC(=O)N(CCOCc3cccc(C)c3)CC2)cc1	-0.227

Random excerpt: four entries already listed, in no set order.
cpd	SMILES	hDAT+cocaine
76	COc1c2c(cc3oc(C)cc(=O)c13)OC(C(C)(C)OC1OC(CO)C(O)C(O)C1O)C2 (stereo unspecified)	0.312
81	C/C=C(\C)C(=O)NCCN1C2=NC[C@H](Cc3ccc(O)cc3)N2C[C@@H]1Cc1ccc(OC)cc1	1.04
62	CCCCN1CC[C@H]2C=CC[C@@H](C(=O)Nc3ccc(Cl)cc3Cl)[C@H]2C1=O	0.408
87	COc1cc2c(cc1O)CC[C@@H]1[C@@H]2CC[C@]2(C)[C@@H](O)CC[C@@H]12	-0.321

Going on with the list:
cpd	SMILES	hDAT+cocaine
91	O=C(NCc1ccc(Cl)cc1)c1ccc(-c2ccccc2C(F)(F)F)o1	-0.824
92	O=C(CCC1CCCCC1)NCCN1C2=NC[C@H](Cc3ccc(O)cc3)N2C[C@H]1Cc1ccc(O)cc1	0.00388
93	COCCNC(=O)C1CC(c2cccc(F)c2)=NO1 (stereo unspecified)	-0.912
94	CCC1(CC)C(=O)C2=C3C1[C@H](C(=O)OC)C=C(C(=O)OC)C[C@H]3[C@H]1C(=O)N(CC(=O)OC)C(=O)[C@H]1[C@H]2C (stereo partly specified)	-1.3
95	Clc1ccc(-n2nnc(-c3cccnc3Cl)n2)cc1Cl	0.0121
96	C#CCOCCOCCOCCNc1nc(N2CCN(C(=O)[C@H](Cc3ccc(O)cc3)n3cc(C(N)CC(C)C)nn3)CC2)nc(N2CCN(C(=O)[C@H](CCC(=O)O)n3cc(C(N)[C@H](C)CC)nn3)CC2)n1 (stereo partly specified)	-0.0315
97	CC1(c2nnc(-c3ccccc3)o2)CC(c2ccc(Cl)cc2)=NO1 (stereo unspecified)	-0.638
98	CCOC(=O)CN1C(=O)N(CC)C(C)=C(C(=O)OC)[C@@H]1c1ccccc1	0.915
99	COc1cccc(N2[C@@H](CC(C)=O)c3cc(C(F)(F)F)ccc3S2(=O)=O)c1	-0.31
100	CC1(O)C(=O)C=C2C=C(c3ccc(C#N)cc3)OC=C2C1=O (stereo unspecified)	-0.324
101	COC(=O)C1=C(C)N(CCCC(=O)O)C(=O)NC1c1ccccc1OS(=O)(=O)c1ccccc1[N+](=O)[O-] (stereo unspecified)	-0.683
102	CC(=O)O[C@H]1CC[C@H]2[C@@H]3CCc4cc(O)ccc4[C@H]3CC[C@]12C	-0.179
103	CCN(CC)C(=O)Cc1ccccc1	0.00696

Compound activity as filed in PubChem.
